Mito fusion act: mitochondrial division inhibition or fusion activation; S. cerevisiae fusion-defective mutant growth rescue, CellTiterGlo 48 h; Potency, µM (series often up to 46.1 µM), without a hit: top-dose growth rescue (activation), hits mostly activators; hit rate 0.23% among 320,000; AID 485298;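 note: potency is the fitted concentration of half-maximal effect; % of control where 0% means no effect; nearly all actives have a fitted effect of over 45% in size; temperature-sensitive fusion mutants such as fzo1-1 at 37 °C on non-fermentable ethanol glycerol medium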
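Read-out: ATP-based luminescence (CellTiterGlo, 10 min ambient) reporting growth of fusion-defective ts yeast after 48 hours at 37C on glycerol/ethanol YPEG medium in the presence of compound.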
a7 integrin act: activators of alpha7 integrin expression for muscular dystrophy | alpha7betagal myoblasts, beta-gal FDG fluorescence, 48 h | Potency, µM (doses to about 38.3 µM), inactives show top-dose activation, most hits filed as activators | hit rate 0.064% among 350,000 | AID 624291;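 note: potency is the fitted concentration of half-maximal effect; 100% = response of the positive control SU9516; nearly all actives have a fitted effect of over 60% in size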
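alpha7betagal+/- myoblasts (passage 13, 250/well) treated 48 h at 37C with compounds at 1:260 dilution of DMSO stock. Lysed, then beta-galactosidase activity read as FDG fluorescence (ex 480/em 540) after 30 min, with pre-read for autofluorescence.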
S-ASM inh: inhibitors of human secretory acid sphingomyelinase | placental ASM, HMU-PC fluorogenic substrate, 60 min | Potency, µM (series often up to 57.5 µM), for the others: at the top dose activity change, negative = inhibition, most hits filed as inhibitors | hit rate 0.006% among 340,000; note: potency is the fitted concentration of half-maximal effect
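HMU-PC0 cleavage (9 uM final) by human placental ASM, 60 min at 37 °C following 10 min compound exposure at RT; stopped at pH 10, fluorescence Ex 386/Em 447 nm.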
A-T KAP1 phos: potential ataxia-telangiectasia treatments restoring KAP-1 phosphorylation; AID 485349; hit rate 0.19% among 320,000; […] A-T fibroblasts, KAP-1 phosphorylation AlphaLISA; neocarzinostatin DNA damage 30 min before lysis; Potency, µM (doses to about 57.5 µM), for inactives: top-dose activation, usual class: activators; note: potency is the fitted concentration of half-maximal effect; % of control where 0% means no effect; nearly all actives have a fitted effect of over 45% in size
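ATM-like activity read as KAP-1 phosphorylation via AlphaLISA donor/acceptor antibody pairs after lysis and 6 hr at 25C. Cells were ATM-null patient fibroblasts ([…], hTERT), dosed 60 min, then exposed to the DSB inducer NCS for 30 min.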
MLL CXXC-DNA inh: blocks binding of human MLL CXXC domain to DNA. hit rate 0.037% among 290,000. Potency, µM (highest dose often 115 µM), inactives show top-dose activity change, negative = inhibition, most hits filed as inhibitors. Q03164. MLL-CXXC / FITC-HOXA9 DNA fluorescence polarization; active = well fitted inhibition curve with a large enough effect in the polarisation, with a control signal flat, not every such curve was filed as active; inconclusive = small, poorly fitted or top-dose-only effect, or effect the other way, or a change in a side signal; inactive = no such curve, though single readings can be large or run the other way; the % refers to the polarisation; note: potency is the fitted concentration of half-maximal effect
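Fluorescence polarization: 7 uM MLL-CXXC (stock) preincubated 5 min with compounds, then 50 nM fluorescein-HOX-A9 DNA (stock) added; 30 min ambient. Buffer 50 mM Tris-HCl pH 7.5, 50 mM NaCl, 1 mM DTT, 0.05% BSA.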
TCR activator: activates T cell receptor signaling | primary human leukocytes, anti-CD3, IL-2 HTRF, 48 h | Potency, µM (series often up to 9.22 µM), for the others: at the highest dose activation of IL-2 secretion, hits mostly activators | 330,000 tested, under 10 active | AID 504894; note: % of control where 0% means no effect
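Activity was scored as IL-2 release from primary human leukocytes given only a TCR signal (a-CD3 beads) plus compound for 48 hr. Detection used a two-antibody HTRF format read at 665nm.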
TSHR antag: blocks TSH signaling through the human TSH receptor; P16473; TSHR-expressing cells, TSH-stimulated cAMP HTRF, 2 h; stronger effect = lower value; activity change, negative = inhibition, % at 11.5 µM; hit rate 0.2% among 330,000;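 active = activity change below a set negative limit, meaning inhibition stronger than a set level, cut at about -70% in these data; inconclusive = activity change between two set negative limits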; note: % is set by controls: 0 for no effect and ±100 for the full control effect
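Antagonism was scored as loss of TSH-driven cAMP in TSHR cells, stimulated with 4nM TSH (EC80) for 2 hours at 37 deg C and detected by homogeneous HTRF competition immunoassay.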
PTAP TSG101 blk: blocks PTAP/TSG101 interaction to inhibit HIV-1 budding | Q99816 | Fluorescence polarization, FITC-PTAP peptide / Tsg101 binding | Potency, µM (series often up to 115 µM), for inactives: at the top dose activity change, negative = inhibition, hits mostly inhibitors | 340,000 tested, under 10 active | AID 493005; active = well fitted inhibition curve with a large enough effect in the main read-out, with a control signal flat, not every such curve was filed as active; inconclusive = small, poorly fitted or top-dose-only effect, or effect the other way, or a change in a side signal; inactive = no such curve, though single readings can be large or run the other way; note: potency is the fitted concentration of half-maximal effect; % of control where 0% means no effect
Target sequence (Q99816 whole entry, looked up): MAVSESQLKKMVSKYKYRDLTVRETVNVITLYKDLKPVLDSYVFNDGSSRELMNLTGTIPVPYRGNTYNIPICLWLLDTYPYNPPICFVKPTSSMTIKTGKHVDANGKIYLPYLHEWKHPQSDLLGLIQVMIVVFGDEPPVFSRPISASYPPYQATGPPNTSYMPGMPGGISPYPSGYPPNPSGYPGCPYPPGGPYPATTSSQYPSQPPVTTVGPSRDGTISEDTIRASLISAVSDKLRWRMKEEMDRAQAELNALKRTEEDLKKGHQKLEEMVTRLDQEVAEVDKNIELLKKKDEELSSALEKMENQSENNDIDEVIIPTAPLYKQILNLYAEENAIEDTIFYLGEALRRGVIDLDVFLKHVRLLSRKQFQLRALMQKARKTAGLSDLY
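Compounds were pin-transferred onto Tsg101 binding domain (10 uM final) in HEPES pH 7.5 buffer, then FITC-PTAP peptide was added at 50 nM final. After 20 min at RT, polarization reported peptide displacement across a qHTS concentration series.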
MBNL1 CUG block: MBNL1-poly(CUG) RNA binding inhibition; hit rate 0.036% among 280,000; Q9NR56; Potency, µM (series often up to 57.5 µM), for the others: top-dose activity change, negative = inhibition, usual class: inhibitors; TR-FRET MBNL1-His/biotin-(CUG)12 binding, 665/545 ratio; active = well fitted inhibition curve with a large enough effect in the signal ratio, with a control signal flat, not every such curve was filed as active; inconclusive = small, poorly fitted or top-dose-only effect, or effect the other way, or a change in a side signal; inactive = no such curve, though single readings can be large or run the other way; the % refers to the signal ratio; note: potency is the fitted concentration of half-maximal effect; % is set by controls: 0 for no effect and ±100 for the full control effect
Target sequence (Q9NR56 whole entry, looked up): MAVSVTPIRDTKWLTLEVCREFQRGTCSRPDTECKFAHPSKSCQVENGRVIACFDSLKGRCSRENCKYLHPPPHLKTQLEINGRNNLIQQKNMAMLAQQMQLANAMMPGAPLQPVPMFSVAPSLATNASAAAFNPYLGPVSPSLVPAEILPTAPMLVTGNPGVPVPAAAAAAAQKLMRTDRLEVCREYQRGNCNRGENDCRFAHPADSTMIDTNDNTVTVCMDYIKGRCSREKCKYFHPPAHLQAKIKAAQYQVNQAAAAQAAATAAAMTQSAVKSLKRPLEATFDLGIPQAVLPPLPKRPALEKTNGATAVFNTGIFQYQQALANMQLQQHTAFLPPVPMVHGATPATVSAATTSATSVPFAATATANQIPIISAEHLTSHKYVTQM
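MBNL1-His + Biotin-(CUG)12, cpd titration 92 nM–58 uM; Tb anti-His Ab 0.055 ng/ul, SA-XL665 5 nM (final); 60 min RT; ratiometric 665/545 nm, Ex 340 nm; normalized to buffer and full-complex controls.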
Menin MLL FP TR: displaces Texas Red mutant MLL peptide from human menin; hit rate 0.23% among 270,000; AID 1768; O00255; Potency, µM (titrated, usually from 61.6 µM), for inactives: at the highest dose FP activity change, negative = inhibition, hits mostly inhibitors; Menin + Texas Red MLL mutant peptide, fluorescence polarization; active = well fitted inhibition curve with a large enough effect in the polarisation, with a control signal flat, not every such curve was filed as active; inconclusive = small, poorly fitted or top-dose-only effect, or effect the other way, or a change in a side signal; inactive = no such curve, though single readings can be large or run the other way; the % refers to the polarisation; note: potency is the fitted concentration of half-maximal effect; % of control where 0% means no effect; many of its hits are not listed in these tables
The depositor's hits bear a star; ? = inconclusive; / = no result given; [ ] = remark or other dose. Unless noted, calls come from the whole dose curve; as a rule, active = well fitted curve in the direction sought with a large enough effect; inconclusive = small, poorly fitted or top-dose-only effect, or another doubt; inactive = no such curve, though single readings can be large; an effect the other way counts as inactive or inconclusive. A portion of the library. The share of hits here may be higher or lower than overall.

SMILES	Mito fusion act	a7 integrin act	S-ASM inh	A-T KAP1 phos	MLL CXXC-DNA inh	TCR activator	TSHR antag	PTAP TSG101 blk	MBNL1 CUG block	Menin MLL FP TR
Cc1ccccc1S(=O)(=O)NCC1CCCO1 (stereo not drawn)	1%	30%	4%	-4%	3%	/	-8	-2%	-3%	1%
NS(=O)(=O)c1cccc(NC(=S)NC(=O)c2cccc([N+](=O)[O-])c2)c1	-5%	6%	-4%	2%	7%	-1%	2	0%	?	-2%
Cc1ccc(NC(=O)C2C3C=CC4(CN(Cc5cccnc5)C(=O)C24)O3)cc1 (stereo not drawn)	-4%	15%	-2%	3%	9%	4%[46.1 µM]	4	-2%	-6%	6%
O=C(c1ccc(F)cc1)N1C2CCC1CC(O)(c1ccccc1F)C2 (stereo not drawn)	3%	?	6%	7%	-8%	2%	-6	-1%	0%	-2%
CCOC(=O)/C(C#N)=C/Nc1ccsc1C(=O)OC	3%	-29%	3%	1%	16%	-2%	-6	-1%	1%	/
Cn1c(=O)c2c(nc(SCC(=O)c3ccccc3F)n2C)n(C)c1=O	9%	/	/	2%	21%	/	-19	/	4%	-8%
CCCNC(=O)c1cc(SC)ccc1Cl	3%	-10%	1%	-2%	4%	-7%	8	-3%	4%	23%
CCC(=O)N1c2ccc(S(=O)(=O)N3CCN(C)CC3)cc2CC1C (stereo not drawn)	2%	11%	7%	10%	5%	-7%	3	0%	-1%	3%
COc1cccc(NC(=S)Nc2cccc3ccccc23)c1	-5%	1%	5%	-14%	?	3%	-17	-4%	?	-7%
CCCNC(=S)N1CC2(C)CN(C(=O)C(=O)OCC)CC(C)(C1)C2=O	-3%	8%	4%	4%	0%	-1%	6	-1%	-2%	17%
CNC(=O)N1CCC(C(=O)c2c(C)c(C)c(C)c(C)c2C)CC1	4%	?	1%	4%	1%	4%	3	-2%	8%	-7%
Cc1ccc(NC(=O)c2cc(-c3ccccc3)nn2-c2ccccc2)c(Br)c1	19%	13%	-2%	-3%	2%	1%[46.1 µM]	-17	2%	/	34%[activator]
COc1ccc(NC2CCCN(C(=O)CCC(=O)c3ccc(F)cc3)C2)cc1 (stereo not drawn)	-2%	-11%	0%	-7%	5%	3%	2	/	-2%	-8%
COc1cc(/C=N/Nc2nc3ccccc3o2)cc(OC)c1O	1%	-21%	123%[activator]	3%	22%	-26%	-7	-2%	18%	9%
C=CCNC(=O)CN1CCC(O)(c2ccccc2)CC1	-2%	8%	1%	7%	2%	-7%	3	-5%	-4%	5%
CCN(CC)S(=O)(=O)c1ccc(N2CCCC2)c(NC(=O)CC(C)(C)C)c1	-3%	-2%	0%	0%	-6%	0%	4	-2%	4%	/
Cc1ccc(C)c(OCCn2cc(/C=C(\C#N)C(=O)NCC3CCCO3)c3ccccc32)c1 (stereo not drawn)	13%	-20%	13%	2%	10%	3%[46.1 µM]	-8	5%	4%	-1%
CSc1nnc(-c2cc[n+](C)cc2)n1CCO	-1%	-23%	5%	-4%	-2%	3%[46.1 µM]	-1	0%	10%	-12%
CC(=O)N1C(=O)C(=C2C=C(C)OC(C)=C2)c2ccccc21	1%	9%	-11%	-7%	?	6%	-14	?	7%	?
CC1(C)CC(NCCC(c2ccccc2)c2ccco2)CCO1 (stereo not drawn)	0%	-10%	2%	4%	0%	7%	-2	0%	-5%	/
Cc1ccc2nc3c(cc(C(=O)NC4CCCCC4)c(=N)n3C3CCCCC3)c(=O)n2c1	8%	-2%	224%[activator]	6%	-1%	-8%	3	8%	?	-26%
O=C(Nc1ccc(Cl)cc1F)c1ccc(-n2cncn2)cc1	-7%	-38%	4%	7%	/	3%	0	-2%	/	/
Cc1cccc(N2CCN(C(=O)CNC(=O)C3CCCCC3)CC2)c1C	10%	-15%	1%	-7%	/	3%	-23	-2%	/	/
S=C1Nc2ccccc2Sc2ccc(Cl)cc21	0%	1%	-1%	-3%	2%	8%[46.1 µM]	-4	-1%	/	-8%
COc1cc(N=C(N)N=C(N)N)cc(OC)c1	9%	5%	3%	-3%	-12%	-5%	12	-8%	-1%	7%

Single records (already shown). Order of screens: Mito fusion act, a7 integrin act, S-ASM inh, A-T KAP1 phos, MLL CXXC-DNA inh, TCR activator, TSHR antag, PTAP TSG101 blk, MBNL1 CUG block, Menin MLL FP TR
`COc1cc(/C=N/Nc2nc3ccccc3o2)cc(OC)c1O` is listed with 1%, -21%, 123%[activator], 3%, 22%, -26%, -7, -2%, 18%, 9%
`CCOC(=O)/C(C#N)=C/Nc1ccsc1C(=O)OC` is listed with 3%, -29%, 3%, 1%, 16%, -2%, -6, -1%, 1%, /
`NS(=O)(=O)c1cccc(NC(=S)NC(=O)c2cccc([N+](=O)[O-])c2)c1` is listed with -5%, 6%, -4%, 2%, 7%, -1%, 2, 0%, ?, -2%
`Cc1ccc(NC(=O)C2C3C=CC4(CN(Cc5cccnc5)C(=O)C24)O3)cc1` (stereo not drawn) is listed with -4%, 15%, -2%, 3%, 9%, 4%[46.1 µM], 4, -2%, -6%, 6%
`COc1ccc(NC2CCCN(C(=O)CCC(=O)c3ccc(F)cc3)C2)cc1` (stereo not drawn) is listed with -2%, -11%, 0%, -7%, 5%, 3%, 2, /, -2%, -8%

(continued)
SMILES	Mito fusion act	a7 integrin act	S-ASM inh	A-T KAP1 phos	MLL CXXC-DNA inh	TCR activator	TSHR antag	PTAP TSG101 blk	MBNL1 CUG block	Menin MLL FP TR
COC(=O)c1cccc(COC(=O)CNC(=O)c2ccco2)c1	-2%	5%	3%	8%	1%	2%	-7	3%	1%	-1%
Cc1cc(N2CCOCC2)c(F)cc1C(=O)c1ccccc1	-7%	-39%	-2%	5%	0%	-3%	3	-7%	9%	1%
CNC(=O)c1cc2cc(OC)ccc2n1CCN(Cc1ccccc1)Cc1ccccc1	16%	5%	-1%	0%	7%	3%	-4	-4%	21%	/
COc1ccc(C(=O)NCCCCCC(=O)N/N=C/c2ccco2)cc1OC	-5%	1%	0%	-4%	5%	3%	13	-2%	11%	0%
CCNC(=O)c1oc2c(c1C)C(=O)CC(C)(C)C2	0%	0%	0%	-1%	0%	-1%	-4	-5%	-4%	6%
Cc1cc(C(=O)CN2C(=O)NC(C)(c3cccc(Br)c3)C2=O)c(C)n1Cc1ccco1 (stereo not drawn)	?	-28%	-3%	9%	7%	0%	-31	-3%	1%	-16%
COc1ccc2nc(NC(=O)CSc3nnc(-c4ccoc4C)n3C)sc2c1	8%	-35%	0%	0%	1%	2%	-15	-5%	-4%	-2%
COc1ccccc1NC(=O)NCc1ccccc1F	-5%	-3%	1%	-1%	-5%	3%	-9	-4%	2%	-1%
COc1ccc(-c2n[nH]c3c2C(c2ccc(OC)c(OC)c2)N(c2ccccc2)C3=O)cc1 (stereo not drawn)	-2%	25%	?	2%	31%[activator]	8%	2	-15%	-12%	6%
CN(C)CCCN(C(=O)COc1ccccc1)c1nc2cc3c(cc2s1)OCO3	-4%	0%	-2%	5%	2%	4%	19	-3%	-19%	-3%
CCCC1Nc2ccc(C(=O)O)cc2C2C=CCC12 (stereo not drawn)	3%	26%	-6%	22%	-6%	-1%[46.1 µM]	36	-13%	?	-15%
Cc1ccc(C(=O)c2c[nH]cc2-c2ccccc2)cc1	11%	5%	-1%	-4%	3%	1%[46.1 µM]	-15	-1%	-7%	-23%
CC(NC(=O)c1ccnn1C)C1CCCO1 (stereo not drawn)	-6%	?	2%	0%	-11%	-3%	-4	0%	-4%	-16%

Screening data deposited in PubChem BioAssay by National Center for Advancing Translational Sciences (NCATS).
